PI4K2A inh – PI4K2A (human) kinase inhibition | 420,000 compounds, 0.13% hits | purified PI4K2A, ADP-Glo luminescence, 1 h; hits give low values | activity change, negative = inhibition, % at 76.9 µM; in the data active = activity change below about -50%; inconclusive = mostly about -30% to -49%;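 also: -100% = wells without enzyme as full effect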
Target sequence (Q9BTU6 whole entry, looked up): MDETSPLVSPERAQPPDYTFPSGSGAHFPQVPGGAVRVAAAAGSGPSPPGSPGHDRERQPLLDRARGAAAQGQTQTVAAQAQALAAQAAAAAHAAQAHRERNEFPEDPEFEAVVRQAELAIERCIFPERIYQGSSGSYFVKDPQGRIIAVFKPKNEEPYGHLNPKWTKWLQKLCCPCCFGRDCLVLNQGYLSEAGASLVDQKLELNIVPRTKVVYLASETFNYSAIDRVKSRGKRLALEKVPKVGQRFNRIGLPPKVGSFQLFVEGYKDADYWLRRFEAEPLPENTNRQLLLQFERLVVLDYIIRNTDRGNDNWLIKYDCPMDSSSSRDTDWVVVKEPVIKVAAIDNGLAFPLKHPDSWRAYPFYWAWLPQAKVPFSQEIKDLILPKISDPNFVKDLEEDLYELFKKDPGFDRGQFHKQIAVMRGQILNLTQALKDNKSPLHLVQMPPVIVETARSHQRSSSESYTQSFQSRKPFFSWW
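In this quantitative HTS, ADP production by PI4K2A was quantified luminescently after 1 h at ambient temperature; 100 microM adenosine served as plate-quality control.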
The depositor's hits bear a star; u = inconclusive. An excerpt; count on the stated rates, not on these rows.

PI4K2A inh	molecule
0.2	CC(C)(C)NC(=O)C(c1ccnc2ccccc12)n1c(=O)c(-c2cc3ccccc3[nH]2)nc2ccccc21 (stereo unspecified)
-4.4	O=C(NC1CCCCN(Cc2cccc(F)c2)C1=O)c1ccc2ccccc2c1 (stereo unspecified)
3.0	CC(C)C[C@@H]1COc2cc(Br)ccc2S(=O)(=O)N1Cc1cn(Cc2ccc(Br)cc2)nn1
-2.7	Cc1cccc(NC(=O)C2CCCN2S(=O)(=O)c2cccnc2)c1C (stereo unspecified)
4.3	CC(=O)OCCCN1C(=O)CCC12CCC(C)CC2 (stereo unspecified)
-1.7	COC(=O)c1cccc(Cn2ccc3ccc(-c4ccc5ccn(C(=O)c6ccccc6C)c5c4)cc32)c1
-6.0	COc1ccc(C2C(C(=O)Nc3cc(OC)ccc3OC)CCC(=O)N2c2ccc(OC)cc2)cc1 (stereo unspecified)
-2.1	O=C(Nc1ccc(F)cc1)C(CCc1ccccc1)N1CCN(Cc2c(F)cccc2Cl)CC1 (stereo unspecified)

Gathered by group: the entries above with fluorine (two)
PI4K2A inh	molecule
-4.4	O=C(NC1CCCCN(Cc2cccc(F)c2)C1=O)c1ccc2ccccc2c1 (stereo unspecified)
-2.1	O=C(Nc1ccc(F)cc1)C(CCc1ccccc1)N1CCN(Cc2c(F)cccc2Cl)CC1 (stereo unspecified)

Additional structures:
PI4K2A inh	molecule
-0.8	COc1ccc(OC)c(CN2C(=O)CN(S(C)(=O)=O)CC2(C)C(=O)NCc2ccccc2)c1 (stereo unspecified)
2.5	O=C(CNS(=O)(=O)c1ccccc1)N1CCN(c2ccccn2)CC1
0.0	O=C(c1cc(Cl)cc(Cl)c1)N1CC[C@H]2[C@H](CCCN2Cc2cc(F)cc(F)c2)C1
-6.0	C[C@@H]1CCN(C2CC2)S(=O)(=O)c2ccc(N3CC[C@H](O)C3)cc2O1
3.1	CCCC/C=C1/C(c2ccccc2)N(Cc2ccc(OC)cc2OC)C2=NC(c3ccccc3)CC(=O)N21 (stereo unspecified)
3.2	C[C@H]1[C@@H](NCC2CCCCC2)CC[C@@]23CCCN2C(=O)CCC[C@@H]13
5.1	Cn1cc([C@]2(O)C(=O)Nc3ccc(OC(F)(F)F)cc32)c2ccccc21
2.3	CCCC1CCC2(CC1)CCC2OC(=S)Nc1ccc(Cl)cc1 (stereo unspecified)
-3.1	O=C(CN1CCCc2ccccc21)NCc1ccc(Cl)cc1
1.0	CCCCN(C)C(=O)C1CCN(S(=O)(=O)c2ccc3[nH]c(=O)oc3c2)CC1
-0.2	COC(=O)[C@H]1C[C@]2(C(C=C(C)C)S(=O)(=O)c3ccccc3)c3ccccc3N[C@H]2N1 (stereo partly specified)
-1.3	COc1ccc(-c2cn(CC[C@@H]3CC[C@H](NC(=O)Cc4ccccn4)[C@@H](CO)O3)nn2)cc1
-8.0	CC[C@@]1(c2ccc(C)cc2)C(=O)N(C(=O)OC(C)C)N1C(=O)OC(C)C
0.9	O=C(NC1CCCCC1)C(c1ccc(C(F)(F)F)cc1)n1c(=O)c(-c2cc3ccccc3[nH]2)nc2ccccc21 (stereo unspecified)
-4.1	COc1ccc(Cn2cc(CN3[C@H](Cc4ccccc4)COc4cc(Br)ccc4S3(=O)=O)nn2)cc1
1.7	COC(=O)C1CCCN(C(=O)C2CCN(S(=O)(=O)c3cccs3)CC2)C1 (stereo unspecified)

Among those listed so far, these have an aryl methoxy group.
PI4K2A inh	molecule
-6.0	COc1ccc(C2C(C(=O)Nc3cc(OC)ccc3OC)CCC(=O)N2c2ccc(OC)cc2)cc1 (stereo unspecified)
-0.8	COc1ccc(OC)c(CN2C(=O)CN(S(C)(=O)=O)CC2(C)C(=O)NCc2ccccc2)c1 (stereo unspecified)
3.1	CCCC/C=C1/C(c2ccccc2)N(Cc2ccc(OC)cc2OC)C2=NC(c3ccccc3)CC(=O)N21 (stereo unspecified)
-1.3	COc1ccc(-c2cn(CC[C@@H]3CC[C@H](NC(=O)Cc4ccccn4)[C@@H](CO)O3)nn2)cc1
-4.1	COc1ccc(Cn2cc(CN3[C@H](Cc4ccccc4)COc4cc(Br)ccc4S3(=O)=O)nn2)cc1

(more compounds)
PI4K2A inh	molecule
3.8	N#CCC[C@@H]1CC[C@]2(CCCN(Cc3ccc(Cl)cc3)C2)O1
2.7	COc1ccc2[nH]c3c(c2c1)CCN[C@]31C(=O)N(C)c2ccc(Br)cc21
-2.8	COc1ccc(CN(CC#Cc2ccc(C)cc2)C(N)=NC(=O)CCc2ccccc2)c(OC)c1
0.6	COc1nc(OC)nc(N2CCC(C(=O)N(C)Cc3ccccc3F)CC2)n1
0.0	Cc1ccc(CNC(=O)O[C@H]2CC[C@@]34CCCN3C(=O)CCC[C@H]4C2)cc1
-3.2	O=S1(=O)CC2c3ccccc3CN2CN1CCc1ccccc1 (stereo unspecified)
u	C[C@@H]1[C@H](O)[C@@H](C)/C=C/C=C/C=C/C=C/C=C/C=C/C=C/[C@H](OC2O[C@H](C)[C@@H](O)[C@H](N)[C@@H]2O)C[C@@H]2O[C@](O)(C[C@@H](O)C[C@@H](O)[C@H](O)CC[C@@H](O)C[C@@H](O)CC(=O)O[C@H]1C)C[C@H](O)[C@H]2C(=O)O (stereo partly specified)
-0.9	CCCC/C=C1/[C@@H](CC)N(Cc2ccc(OC)cc2OC)C2=N[C@@H](c3ccccc3)CC(=O)N21
0.3	CCn1c(=O)n2n(c1=O)[C@@]1(C=C3CCCC[C@H]32)N=C(NC(=O)c2ccccc2)N(Cc2ccccc2)[C@H]1Cc1ccccc1
5.9	COC(=O)c1cc(-c2cc3ccccc3s2)c(=O)n2c1CCC2
-7.7	CCC[C@H]1[C@@H](OC(=O)NCc2cccs2)CC[C@@]23CCCN2C(=O)CCC[C@@H]13
-5.9	COC(=O)c1cccc(Cn2ccc3ccc(-c4ccc5ccn(Cc6cccc(C(=O)OC)c6)c5c4)cc32)c1
-4.5	S=C(Nc1cccc(Cl)c1)OC1CCC12CCC(c1ccccc1)CC2 (stereo unspecified)
-3.0	CC(C)CC(=O)N1CCC(C(=O)NCC2COc3ccccc3O2)CC1 (stereo unspecified)
-1.3	O=C1C=C(OCCF)CC(c2ccc(Br)cc2)O1 (stereo unspecified)
7.2	CCOc1ccc(NC(=O)c2cc(-c3ccc(Cl)cc3)nc3ccccc23)cc1
0.6	C[C@@H](CO)N(CCc1cn(Cc2ccccc2)nn1)S(=O)(=O)c1ccccc1Br
-2.5	COC(=O)[C@]12C[C@H](CC(=O)N3CCCC3)C(=O)N(Cc3cccc4ccccc34)C1=C[C@H](C(C)C)O[C@@H]2C1CC1
-0.2	CCOC(=O)[C@@]12CN(C(=O)OC(C)(C)C)CC=C1N(Cc1ccc(OC)cc1)C(=O)[C@H]2CC(=O)N1CCC(c2ccccc2)CC1
4.1	COC(=O)[C@]12C[C@H](CC(=O)NCCC(C)C)C(=O)N(Cc3ccco3)C1=C[C@H](C1CCCC1)O[C@@H]2C
-0.5	Cc1nc2ccc(S(=O)(=O)NCC(=O)NCc3ccccc3Cl)cc2s1
-8.2	CCOC(=O)[C@]12CCCC=C1N(CCc1ccc(OC)c(OC)c1)C(=O)[C@H](CC(=O)N1CCCC1)C2
-1.5	COC(=O)[C@]12C[C@H](CC(=O)NCc3ccc(C)o3)C(=O)N(Cc3ccco3)C1=C[C@H](C(C)(C)C)O[C@@H]2C
-8.9	COc1ccc(CCNCC(O)COc2cccc(C)c2)cc1OC (stereo unspecified)
-1.7	CCOC(=O)[C@@]12CCC3=C1N(CCC3)C(=O)[C@H](CC(=O)N1CCCC1)C2
2.8	CCCCCCCCN1C(=O)[C@@H](CC(=O)NCc2cccc(C(F)(F)F)c2)C[C@@]2(C(=O)OC)C1=C[C@H](COCc1ccccc1)O[C@@H]2C
2.6	O=C(Cn1cnc2ccccc2c1=O)N1CCN(C(=O)C2CCCO2)CC1 (stereo unspecified)
0.0	COc1ccc(CN2C(=O)CSCCC2(C)c2nnnn2-c2c(C)cccc2C)cc1 (stereo unspecified)
-4.9	O=C(/C=C/c1ccc(-c2ccccc2)cc1)NC1=NCCS1
-4.3	COC(=O)[C@]12C[C@H](CC(=O)N3CCN(C(=O)c4ccco4)CC3)C(=O)N(Cc3cccc4ccccc34)C1=C[C@H](COCc1ccccc1)O[C@@H]2C
2.4	Cc1ccc(Cl)c(OCC(O)CNC(C)(C)C)c1 (stereo unspecified)
2.2	Nn1c(SCC(=O)N2CCOCC2)nnc1-c1cc(-c2ccc(Cl)cc2)n[nH]1
1.6	O=C(c1cc(Br)cc(Br)c1)N1CCC(Oc2cccnc2)CC1
-2.3	COC(=O)[C@]12CCCCC=C1N(Cc1ccc3c(c1)OCO3)C(=O)[C@H](CC(=O)N1CCCC1)C2
-0.5	Cc1occc1-c1nnc(SCC(=O)NCc2ccc(Cl)cc2)n1-c1ccccc1
5.8	COC(=O)CCC(=O)N1C2=NC3=C(C(=O)N(Cc4ccc5c(c4)OCO5)C3=O)C3N(C)c4ccccc4[C@]23C[C@H]1CO (stereo partly specified)
-0.3	C=CCN1[C@H](C)COc2cc(F)ccc2S1(=O)=O
0.1	CCCCCCCCN1C(=O)[C@@H](CC(=O)N2CCOCC2)C[C@@]2(C(=O)OC)C1=C[C@H](C(C)C)O[C@@H]2C1CC1
0.3	CC(=O)c1cc(-c2ccc3[nH]ccc3c2)c(=O)n2c1CCC2
-3.2	COc1ccc(CC(=O)N(Cc2ccccc2)c2ccccc2C(=O)Nc2cc(OC)ccc2OC)cc1
-4.7	NC(=O)COCCN1CCN(C(c2ccccc2)c2ccc(Cl)cc2)CC1 (stereo unspecified)
u	CCCC[C@@H]1C(=O)N2N=Cc3cc4ccccc4cc3[C@H]2N2N=Cc3cc4ccccc4cc3[C@@H]12
4.8	O=C(Nc1ccc(F)cc1)C(c1ccccc1OC(F)(F)F)N1CCN(C(=O)c2ccco2)CC1 (stereo unspecified)
3.2	O=C(c1ccccc1)N1CC[C@H]2[C@H](CCCN2Cc2ccccc2)C1
-2.7	COc1cc(Cc2nc3ccccc3n2C(C)c2nc3ccccc3[nH]2)cc(OC)c1 (stereo unspecified)
-1.0	CC(C)C[C@H]1COc2cccc(F)c2S(=O)(=O)N1Cc1cn(Cc2ccco2)nn1
2.6	Nn1c(SCc2ccc(Br)cc2)nnc1-c1n[nH]c2c1CCC2
2.1	COc1ccc(-c2cc(-c3nnc(SCC(=O)Nc4nccs4)n3N)[nH]n2)cc1

Some of these compounds in order of SMILES length, lowest first.
PI4K2A inh	molecule
2.6	Nn1c(SCc2ccc(Br)cc2)nnc1-c1n[nH]c2c1CCC2
-4.7	NC(=O)COCCN1CCN(C(c2ccccc2)c2ccc(Cl)cc2)CC1 (stereo unspecified)
3.2	O=C(c1ccccc1)N1CC[C@H]2[C@H](CCCN2Cc2ccccc2)C1
-2.7	COc1cc(Cc2nc3ccccc3n2C(C)c2nc3ccccc3[nH]2)cc(OC)c1 (stereo unspecified)
2.1	COc1ccc(-c2cc(-c3nnc(SCC(=O)Nc4nccs4)n3N)[nH]n2)cc1
-3.2	COc1ccc(CC(=O)N(Cc2ccccc2)c2ccccc2C(=O)Nc2cc(OC)ccc2OC)cc1

Continuation.
PI4K2A inh	molecule
3.2	CCOC(=O)c1csc(NC(=O)C2CCCN(S(=O)(=O)c3ccc(C)cc3)C2)n1 (stereo unspecified)
0.9	O=C(NCC1COc2ccccc2O1)c1ccc(NC(=O)c2cccc(F)c2F)cc1 (stereo unspecified)
0.0	COCCCNC(=O)C[C@H]1C[C@@]2(C(=O)OC)C(=C[C@H](C(C)C)O[C@@H]2C2CC2)N(Cc2ccco2)C1=O
-2.2	CCCC[C@@H](CCCc1ccc(F)cc1)CCC(=O)N(c1ccccc1)c1ccccc1
-22.2	O=c1c2ccccc2n(Cc2ccco2)n1[C@@H](Cc1ccccc1)Cn1cc(-c2ccc(-c3ccccc3)cc2)nn1
-4.7	Cc1cc(C)cc(NC(=O)N2CCC(N(C)CCC(C)C)CC2)c1
-8.2	CCCCOc1ccc(C(=O)NC2CCCCN(C(C)C)C2=O)cc1 (stereo unspecified)
-2.3	CC(C)(C)NC(=O)C(c1ccc(C(F)(F)F)cc1)n1c(=O)c(-c2ccccc2)nc2ccccc21 (stereo unspecified)
-4.4	O=C(CN1C(=O)CCSc2ccccc21)Nc1ccc(Cl)c(Cl)c1
1.4	COc1cc(C=Nn2c(-c3cc(C)[nH]n3)n[nH]c2=S)cc(Br)c1O
1.5	O=C1CCC2(CCC(c3ccccc3)CC2)N1CC[C@@H](O)c1ccccc1 (stereo partly specified)
-9.0	COC(=O)[C@]12C[C@H](CC(=O)N3CCN(C(=O)c4ccco4)CC3)C(=O)N(Cc3ccc(Cl)cc3Cl)C1=C[C@H](C(C)(C)C)O[C@@H]2C
4.6	COc1nc(OC)nc(N2CCC(C(=O)NCc3cccc(OC)c3OC)CC2)n1
-1.4	CCC(=O)Nc1ccc2c(c1)C(=O)N(C)[C@@H]1CC[C@@H](CC(=O)OC)O[C@H]1CO2
-3.8	COC(=O)C[C@H]1CC[C@@H]2[C@@H](COc3ccc(NC(=O)Nc4ccccc4OC)cc3C(=O)N2C)O1
-7.0	COc1ccc(S[C@]2(C(=O)NCc3ccccc3)CC(=O)N[C@@H]2c2ccc(OC)cc2)cc1
-1.4	C[C@@H]1CCCN1c1ccc2c(c1)OCCCN(C1CC1)S2(=O)=O
-1.3	CCOC(=O)CCCNC(=O)OC1CC2CC1[C@H]1CCCCN1[C@H]2C (stereo partly specified)
2.3	CCOc1ccccc1C(=O)Nc1ccc(C(=O)NCC2COc3ccccc3O2)cc1 (stereo unspecified)
-4.6	COCCCNC(=O)c1oc(=O)c2ccccc2c1-c1ccc(C)cc1
-5.3	CC[C@]1(c2ccc(C)cc2)C(=O)N(C(=O)OC(C)C)N1C(=O)OC(C)C
-2.7	CCC(=O)Nc1ccc(Cl)cc1C(=O)c1ccc[nH]1
-1.5	CCN(CC)C(=O)CC[C@H]1CC[C@]2(CCCN(C(=O)c3ccno3)C2)O1
3.3	Cc1ccc(S(=O)(=O)N2CCCC2C(=O)N2CCN(c3ccccc3)CC2)cc1C (stereo unspecified)
-1.8	O=C(NCc1ccco1)OC1CCC12CCC(c1ccccc1)CC2 (stereo unspecified)
-0.2	CC(C)CSc1ncccc1-c1nc2ccccc2[nH]1
-0.8	COc1ccc(CN2C(C(=O)NC3CCCC3)CSCCS2(=O)=O)cc1 (stereo unspecified)
0.0	COc1cccc(Cn2cc(COC(=O)N3CCOCC3)nn2)c1
